From PubChem BioAssay
TRPV1 ag = human TRPV1 agonism. Q8NER1. TRPV1-expressing cells, Fluo-8 calcium influx, agonist mode. 320,000 tested, 0.19% active. activation, % at 8.33 µM; in the data active = activation above about 80%; inconclusive = between about 30% and that limit; note: 0% is about no effect
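TRPV1-expressing cells were cultured overnight at 35.5C and loaded with Fluo-8 calcium dye for 40 to 90 min at room temperature. After a 10 s baseline, compound was added and calcium influx was read kinetically for 3 min (ex 480/em 520 nm).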
ELG1 genotox = genotoxicity induction in ELG1-luciferase HEK293T cells | HEK293T ELG1-luciferase reporter, luminescence, 16 h | Potency, µM (series often up to 46 µM), for the others: at the top dose activity change, positive = activation, most hits filed as activators | 330,000 tested, 1.3% active | AID 504466; note: potency is the fitted concentration of half-maximal effect; % of control where 0% means no effect; nearly all actives have a fitted effect of over 60% in size
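Genotoxicity was scored as increased ELG1-luciferase reporter signal, measured by ONE-Glo luminescence (30 min, room temperature). Compound or vehicle exposure of the HEK293T reporter cells lasted 16 hr at 37°C.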
a7 integrin act = integrin-mediated muscular dystrophy alleviation activation; 350,000 tested, 0.064% active; alpha7betagal myoblasts, beta-gal FDG fluorescence, 48 h; Potency, µM (titrated, usually from 38.3 µM), for the others: top-dose activation, usual class: activators;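 note: potency is the fitted concentration of half-maximal effect; 100% = response of the positive control SU9516; nearly all actives have a fitted effect of over 60% in size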
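Alpha7betagal+/- myoblasts (passage 13) were plated 16-24 hr, then exposed to compounds (1:260 dilution of DMSO stock) for 48 hours at 37C. After MPER lysis, β-galactosidase reporter activity was read as FDG fluorescence (ex 480/em 540) after 30 minutes.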
BRCA1 expr act = increases BRCA1 expression | MCF7-BRCA1-FFLuc reporter, luminescence, 48 h; response scale: scaled: vehicle 0%, 10 µM genistein 100% | Potency, µM (doses to about 46.1 µM), inactives show top-dose activation, actives largely listed as activators | AID 624202 | 380,000 tested, 1.1% active; note: potency is the fitted concentration of half-maximal effect; nearly all actives have a fitted effect of over 80% in size; some results filed as inactive show a strong effect at the top dose
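48 h compound treatment of MCF7-BRCA1-FFLuc cells (phenol-red free MEM, 37 °C), then 15 min with luciferase substrate and luminescence imaging.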
Eya2 phos inh = Eya2 (human) phosphatase inhibition; O00167; recombinant Eya2, OMFP fluorescence dephosphorylation (OMFP is methylfluorescein phosphate); Potency, µM (top dose mostly 76.9 µM), for the others: top-dose activity, negative = inhibition, usual class: inhibitors; 330,000 tested, 0.006% active; AID 488837; note: potency is the fitted concentration of half-maximal effect; % is set by controls: 0 for no effect and ±100 for the full control effect
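Eya2 protein (added as 0.2 uM solution) was preincubated with compound for 10 min at ambient temperature in 50 mM HEPES pH 7.5, 50 mM NaCl, 5 uM MgCl2, 0.05% BSA, 1 mM DTT. OMFP (added at 50 uM) then reacted 10 min; fluorescence read at 485/525 nm.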
B2AR arrestin = agonists driving beta-arrestin recruitment to human beta2-adrenergic receptor; P07550; beta-arrestin recruitment to beta2AR, cell-based reporter; Potency, µM (series often up to 46.1 µM), for the others: top-dose activation, usual class: activators; 330,000 tested, 0.02% active;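 note: potency is the fitted concentration of half-maximal effect; 0% = DMSO controls and full agonism = EC100 isoproterenol or metaproterenol; nearly all actives have a fitted effect of over 65% in size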
p53 reactivator = restores transcriptional activity of mutant p53. H1299 p53-A138V BP100-luciferase reporter, luminescence, 24 h. Potency, µM (series often up to 92.2 µM), inactives show at the highest dose activity change, positive = activation, most hits filed as activators. 320,000 tested, 0.063% active. AID 504706; note: potency is the fitted concentration of half-maximal effect; % of control where 0% means no effect; nearly all actives have a fitted effect of over 45% in size
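H1299 (p53-null), stable ts p53-A138V + BP100-Luc; 1000 cells/well, Opti-MEM/10% FBS; cpd 4 pt, 1:5; 24 h, 37 deg C, 5% CO2; detection reagent 10 min RT; luminescence.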
USP2a block = blocks human ubiquitin-specific protease USP2a; O75604; USP2 core, Ub-CHOP2 coupled fluorogenic reporter, 485/531; Potency, µM (top dose mostly 38.3 µM), inactives show at the highest dose activity change, negative = inhibition, usual class: inhibitors; 330,000 tested, 0.01% active; AID 463254;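 note: potency is the fitted concentration of half-maximal effect; plate controls were DMSO wells for no effect and full inhibition by NEM control for full effect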
Target sequence (O75604 whole entry, looked up): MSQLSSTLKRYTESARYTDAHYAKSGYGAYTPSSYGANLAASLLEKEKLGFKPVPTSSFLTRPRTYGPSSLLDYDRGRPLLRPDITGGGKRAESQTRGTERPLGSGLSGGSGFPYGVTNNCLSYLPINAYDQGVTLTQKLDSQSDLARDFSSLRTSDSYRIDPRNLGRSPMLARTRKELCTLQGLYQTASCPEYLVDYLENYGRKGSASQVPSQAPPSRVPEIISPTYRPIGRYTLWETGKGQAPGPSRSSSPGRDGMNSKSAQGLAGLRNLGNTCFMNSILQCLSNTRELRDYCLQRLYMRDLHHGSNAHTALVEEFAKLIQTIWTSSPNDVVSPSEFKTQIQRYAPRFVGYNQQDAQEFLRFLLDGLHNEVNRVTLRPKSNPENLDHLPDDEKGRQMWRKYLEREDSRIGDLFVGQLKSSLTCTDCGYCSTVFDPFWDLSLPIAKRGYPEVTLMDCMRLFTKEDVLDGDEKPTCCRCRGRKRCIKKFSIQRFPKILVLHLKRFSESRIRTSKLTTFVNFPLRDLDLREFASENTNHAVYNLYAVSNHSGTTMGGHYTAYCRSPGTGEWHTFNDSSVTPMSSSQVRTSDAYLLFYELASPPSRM
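Deubiquitinase activity read as fluorescence (485/531 nm) after Ub-CHOP2 cleavage activates the enterokinase reporter on its substrate; USP2 core 10nM, Ub-CHOP2 and substrate 25nM each, 30min compound preincubation then 60min RT; data normalized to NEM, curves fitted.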
S-ASM inh = blocks human secretory acid sphingomyelinase. P17405. placental ASM, HMU-PC fluorogenic substrate, 60 min. Potency, µM (highest dose often 57.5 µM), for the others: at the top dose activity change, negative = inhibition, usual class: inhibitors. 340,000 tested, 0.006% active; note: potency is the fitted concentration of half-maximal effect
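Fluorogenic HMU-PC substrate (9 uM final) is turned over by placental ASM in 60 min at 37 C after a 10 min compound preincubation. Reaction ended by alkaline stop (pH 10), with fluorescence read at 386/447 nm.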
TSG101-PTAP inh = blocks PTAP/TSG101 interaction to inhibit HIV-1 budding; Q99816; Potency, µM (top dose mostly 115 µM), for the others: at the highest dose activity change, negative = inhibition, most hits filed as inhibitors; 340,000 tested, under 10 active; Fluorescence polarization, FITC-PTAP peptide / Tsg101 binding; active = well fitted inhibition curve with a large enough effect in the main read-out, with a control signal flat, not every such curve was filed as active; inconclusive = small, poorly fitted or top-dose-only effect, or effect the other way, or a change in a side signal; inactive = no such curve, though single readings can be large or run the other way; note: potency is the fitted concentration of half-maximal effect; % of control where 0% means no effect
Target sequence (Q99816 whole entry, looked up): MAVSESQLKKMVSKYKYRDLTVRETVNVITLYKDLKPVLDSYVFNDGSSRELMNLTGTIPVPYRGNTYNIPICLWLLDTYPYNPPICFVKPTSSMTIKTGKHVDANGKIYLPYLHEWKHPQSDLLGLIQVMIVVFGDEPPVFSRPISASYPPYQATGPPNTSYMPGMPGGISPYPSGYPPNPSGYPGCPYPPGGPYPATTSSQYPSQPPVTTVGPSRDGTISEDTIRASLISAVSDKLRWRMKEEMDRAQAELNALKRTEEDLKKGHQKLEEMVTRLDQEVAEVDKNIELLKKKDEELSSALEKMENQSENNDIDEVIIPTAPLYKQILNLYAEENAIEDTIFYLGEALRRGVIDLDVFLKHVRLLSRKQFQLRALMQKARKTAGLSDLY
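FP read-out: FITC-PTAP peptide, 50 nM final, binding Tsg101 binding domain, 10 uM final; 20 min, r.t.; 10 mM HEPES pH 7.5, 0.15 M NaCl, 0.01% Tween 20, 3 mM EDTA, 0.1 mM TCEP.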
uPA surface inh = cell surface uPA generation inhibition; cell surface uPA generation assay, qHTS; 330,000 tested, 0.31% active; Potency, µM (highest dose often 38.3 µM), for inactives: at the top dose activity change, negative = inhibition, hits mostly inhibitors; active = well fitted inhibition curve with a large enough effect; inconclusive = small, poorly fitted or top-dose-only effect; inactive = no such curve, though single readings can be large or run the other way; tested in mouse RAW 264.7 cells; note: potency is the fitted concentration of half-maximal effect; % is set by controls: 0 for no effect and ±100 for the full control effect; nearly all actives have a fitted effect of over 55% in size
* marks the source's active call; other numbers are inactive results; ? = inconclusive; / = no result given; [ ] = dose if it differs, or a comment. Unless noted, calls come from the whole dose curve; as a rule, active = well fitted curve in the direction sought with a large enough effect; inconclusive = small, poorly fitted or top-dose-only effect, or another doubt; inactive = no such curve, though single readings can be large; an effect the other way counts as inactive or inconclusive. Compounds as they come. About 2.6% of those tested had a hit in this group.

Molecule,TRPV1 ag,ELG1 genotox,a7 integrin act,BRCA1 expr act,Eya2 phos inh,B2AR arrestin,p53 reactivator,USP2a block,S-ASM inh,TSG101-PTAP inh,uPA surface inh
Cn1ncc(Br)c1C(=O)OCC(=O)Nc1nc(-c2ccccc2)cs1,3,1%,1%,?,6%,4.0%,?,-12%,4%,-5%,-4%
COc1ccc(N2CCN(CCCNC(=O)CCC(=O)N3CCOc4ccc(Cl)cc43)CC2)cc1,-2,-11%,-46%,-5%,3%,0.1%,5%,0%,4%,-10%,1%
CN(CC(=O)NCCCN1CCOCC1)S(=O)(=O)c1ccc(F)cc1,1,0%,-17%,-12%,0%,-0.1%,1%,2%,1%,-2%,-1%
CC(=O)N1C(=O)/C(=C2\SC(=S)N(NC(=O)c3ccc(O)cc3)C2=O)c2ccccc21,21,1%,13%,-13%,-17%,-0.2%,1%,-4%,-12%,-2%,1%
Cc1ccc2cc(CN(CCCO)S(=O)(=O)c3ccccc3F)c(=O)[nH]c2c1C,-6,-3%,-53%[inhibitor],-14%,-8%,-1.1%,-8%,0%,-2%,1%,-5%
Cc1cc(NC(=O)CON=C(N)CC(=O)Nc2ccccc2Cl)ccc1Br,1,7%,0%,-19%,12%,0.2%,6%,-1%,0%,-9%,3%
CN(C)c1cccc2c1c(NC(=O)Nc1ccc(Cl)cc1Cl)nn2C,0,-2%,37%,10%,24%,-1.0%,0%,0%,-1%,-3%,14%
O=C(c1ccccc1)N1CCCCC(S(=O)(=O)c2ccccc2)C1=O (stereo not drawn),1,1%,8%,4%,-3%,-0.6%,2%,4%,29%,-8%,-11%
COc1ccccc1CC(=O)N1CCN(C(=O)c2ccco2)CC1,1,0%,0%,14%,-2%,-0.4%,0%,-4%,4%,-5%,-2%
C=CC(=O)NCc1ccc(-c2csnn2)cc1,-1,2%,1%,-15%,6%,0.2%,-1%,4%,0%,0%,4%
CCOc1cccc(NC(=O)c2ccc(S(=O)(=O)N3CCCC3)cc2)c1,?,-7%,-12%,4%,-1%,0.7%,-5%,-3%,-1%,-1%,0%
CCCCCCC1CC(C)(C(=O)CNc2nncs2)OC1=O (stereo not drawn),15,-1%,-3%,-55%,-12%,-0.6%,3%,0%,-1%,-4%,6%
CC(=O)c1ccc(S(=O)(=O)N2CCN(C(=O)/C=C/c3ccc4ccccc4n3)CC2)cc1,3,-6%,-43%,-47%,0%,0.1%,9%,6%,-4%,1%,-14%
CC(=O)Nc1ccc(NC(=O)c2cc[n+]([O-])cc2)cc1,2,-4%,5%,-22%,1%,-1.5%,4%,1%,3%,-6%,0%
COc1ccccc1NC(=O)CN1C(=O)NC2(CCCc3ccccc32)C1=O (stereo not drawn),2,2%,6%,2%,-25%,0.2%,-1%,-2%,0%,-1%,30%
CCc1ccccc1NC(=O)C1CCCN(c2ncccn2)C1 (stereo not drawn),6,-2%,-22%,5%,-18%,-0.5%,2%,4%,2%,-5%,-2%
COc1ccccc1CC(=O)Nc1ccc(S(=O)(=O)N2CCCC2)cc1,9,-7%,-11%,-1%,5%,0.3%,-5%,2%,2%,1%,1%
O=C(NNC(=O)c1c(O)c2ccccc2[nH]c1=O)c1ccccc1Br,2,5%,1%,-5%,10%,0.0%,-3%,0%,-1%,1%,3%
Cc1nnc(CN(C)C(=O)CC2C(=O)NCCN2Cc2ccccc2C)o1 (stereo not drawn),2,2%,17%,7%,1%,0.0%,8%,1%,3%,2%,2%
O=C(CN1C(=O)NC2(CCCCC2)C1=O)Nc1cccc(S(=O)(=O)N2CCCC2)c1,0,-2%,-9%,-8%,13%,-0.1%,-7%,1%,3%,3%,24%
Cc1ccc(/C=N/NC(=O)CNC(=O)c2ccc(S(=O)(=O)N(C)C)cc2)cc1,-1,0%,14%,-12%,-3%,0.1%,13%,1%,3%,-4%,2%
O=C(O)c1cc(N=Nc2c(O)[nH]c3ccc([N+](=O)[O-])cc23)ccc1Cl,-2,4%,?,7%,1%,0.1%,14%,4%,-11%,-8%,14%
COCCNS(=O)(=O)c1ccc(SC)cc1,-2,1%,18%,8%,-4%,-0.4%,8%,3%,-3%,0%,-3%
O=C(NCCS(=O)(=O)N1CCN(c2ccccc2F)CC1)c1cccs1,16,-9%,-7%,-18%,3%,-0.5%,1%,0%,-2%,-1%,10%
COc1cc(/C=N/NC(=O)c2cccc([N+](=O)[O-])c2)ccc1OCc1ccc(C)cc1,/,?,2%,?,-6%,0.3%,9%,-2%,-1%,-2%,1%
NC(=O)c1ccsc1NC(=O)CN1C(=O)NC2(CCCC2)C1=O,/,5%,4%,-13%,4%,-0.8%,5%,1%,3%,3%,1%
CC(=O)N1c2ccc(S(=O)(=O)N(C)CC(=O)NC(C)c3ccccc3)cc2CC1C (stereo not drawn),1,-1%,43%,-2%,2%,-1.4%,5%,0%,4%,-3%,4%
CCCOC(=S)N/C(=N\S(=O)(=O)c1ccccc1)c1ccccc1,-1,0%,7%,14%,-17%,0.0%,-9%,1%,1%,-4%,/
COC(=O)C(/C=N/O)NC(=O)c1ccccc1 (stereo not drawn),2,0%,2%,1%,4%,-1.0%,0%,1%,2%,0%,3%
O=C(NCC1CCCO1)C1C2C=CC3(CN(Cc4cccs4)C(=O)C13)O2 (stereo not drawn),-3,0%,9%,1%,1%,-0.2%,-13%,0%,-2%,-4%,/
Cc1ccc(CC2S/C(=N/N=C/c3ccco3)NC2=O)cc1 (stereo not drawn),6,12%,2%,22%,10%,0.2%,1%,-2%,0%,2%,3%
O=C(/C=C/c1ccco1)c1ccc(NC(=O)C23CC4CC(CC(C4)C2)C3)cc1,-3,6%,-9%,1%,-6%,3.5%,?,-1%,4%,2%,-2%
FC(F)(F)c1ccccc1NC(=S)NN=C1CCCCCC1,-1,-7%,14%,3%,2%,5.7%,3%,3%,-2%,-2%,-20%
Cc1ccc(NC(=O)c2ccc(OC(=S)N3CCOCC3)cc2)cc1,9,?,-17%,27%,21%,0.4%,9%,2%,-3%,-1%,-1%
N#Cc1c(NC(=O)C2CC=CCC2C(=O)O)sc2c1CCCCCC2 (stereo not drawn),2,0%,0%,1%,5%,-0.3%,-3%,3%,6%,-2%,0%
Cc1ccnc(NC(=O)c2cc([N+](=O)[O-])cc([N+](=O)[O-])c2)c1,1,12%,?,-5%,2%,-0.1%,1%,-2%,1%,-6%,3%
O=C(NC1CCSc2ccccc21)c1ccccc1Cl (stereo not drawn),15,1%,?,10%,-6%,-0.7%,27%,1%,3%,-2%,-11%
CC(=O)N1CC2(C)CN(C(C)=O)CC(C)(C1)C2,-3,/,6%,14%,3%,-0.4%,/,3%,4%,1%,1%
CC(C)(C)C(=O)CCN1C(=O)C2(OCCO2)c2ccccc21,2,1%,-1%,-1%,5%,0.3%,-1%,2%,-6%,-4%,4%
O=C(COc1ccc(S(=O)(=O)N2CCOCC2)cc1)N1CCc2ccccc2C1,-2,-3%,34%,17%,-9%,-0.8%,-1%,-1%,2%,-5%,-18%
CN1C(=O)CS/C1=N\NC(=O)COc1cccc2cccnc12,-5,0%,-4%,-28%,-5%,0.2%,-2%,1%,-1%,-3%,4%
COc1cccc(-c2cc(C(=O)Nc3c(C)n(C)n(-c4ccccc4)c3=O)no2)c1,0,0%,10%,-35%,-27%,-0.2%,-6%,2%,6%,-7%,1%
CC(C)NC(=O)CC(=O)N/N=C/c1cccs1,26,-5%,-15%,2%,-3%,0.0%,-2%,2%,4%,-2%,-1%
COc1ccc(-c2nn(-c3ccccc3)cc2C(=O)Nc2cccc(C(=O)O)c2)cc1[N+](=O)[O-],-11,9%,?,-3%,5%,0.2%,-12%,0%,7%,-7%,-42%
O=C(CN1C(=O)NC2(CCOc3ccccc32)C1=O)c1ccc(F)c(F)c1 (stereo not drawn),2,-1%,-38%,-8%,-35%,-0.2%,-1%,0%,0%,2%,5%
COC(=O)c1ccc(CN2C(=O)NC(c3ccccc3)(c3ccccc3)C2=O)o1,0,0%,21%,-24%,6%,-0.2%,-9%,-2%,-3%[11.5 µM],1%,6%
